Screens as filed in PubChem.
M. tuberculosis = growth inhibition of non-replicating M. tuberculosis (AID 488890). Mycobacterium tuberculosis non-replicating, growth inhibition; higher % means a stronger effect. one-dose inhibition, % at 25 µM; IC50 in µM for titrated hits. 0.39% of 320,000 active; in the data active means a potency from the dose series; inconclusive means inhibition mostly from about 82% at the one dose, without a potency; inactive means the rest, 99 in 100 with inhibition below about 76%;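 further: plate controls were DMSO cells for no effect and high antibiotic wells for full effect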
influenza NS1A = NS1A inhibition, H1N1 influenza, cell based functional assay (AID 504329); NS1A functional cell-based assay, percent inhibition; higher % means a stronger effect; inhibition, % at 12.5 µM, or IC50 in µM where a hit was titrated; 0.3% of 340,000 active; in the data active means a potency from the dose series; inconclusive means inhibition above about 27% without an active follow-up result; further: strong numbers were not always called active
PhoP GFP inhibition = PhoP regulon inhibitors, Salmonella typhi PhoP promoter GFP reporter, confirmatory (AID 1850); Salmonella Typhi PhoP-promoter GFP reporter, fluorescence, 4 h; higher % means a stronger effect; 0.33% of 310,000 active; inhibition, % at 50 µM, or IC50 in µM where a hit was titrated; in the data active means a potency from the dose series; inconclusive means inhibition mostly from about 25% at the one dose, without a potency; inactive means the rest, 99 in 100 with inhibition below about 19%;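 further: 0% = induced wells with vehicle and 100% = uninduced wells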
VEEV TC-83 Vero = inhibitors of VEEV TC-83 cytopathic effect, confirmation, Vero cells (AID 588727). 0.13% of 350,000 active. inhibition, % at 20 µM; hits with a dose series show IC50 in µM. Vero cells, VEEV TC-83 cytopathic effect inhibition; higher % means a stronger effect; in the data active means a potency from the dose series; inconclusive means inhibition mostly from about 14% at the one dose, without a potency; inactive means the rest, 99 in 100 with inhibition below about 12%; further: strong numbers were not always called active
H37Rv inhibition = M. tuberculosis growth inhibition, HTS (AID 449762); M. tuberculosis H37Rv growth inhibition, 7H9 media; higher % means a stronger effect; inhibition, % at 25 µM, or IC50 in µM where a hit was titrated; 0.59% of 330,000 active; in the data active means a potency from the dose series; inconclusive means inhibition above about 70% without an active follow-up result;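 further: bacterial growth assessed after seven days of incubation; strong numbers were not always called active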
VEEV TC-83 Vero 10K pilot screen = further read-out of VEEV TC-83 Vero, marked with its call; inhibition, %; measured here: 10K pilot screen inhibition
Starred values were filed as active, the others as inactive; i = inactive; ? = inconclusive; . = not tested or not shown.

Sample of the layout:
SMILES	M. tuberculosis	influenza NS1A	PhoP GFP inhibition	VEEV TC-83 Vero	H37Rv inhibition	others
CC(C)N1CCc2c(sc(NC(=O)c3ccc(S(=O)(=O)N(C)CC4CCCO4)cc3)c2C(N)=O)C1 (stereo not drawn)	-9.8%	-4.0%	-6.3%	6.5%	-0.7%
CC(=O)Nc1ccc(OCC(=O)N2CCC(Cc3ccccc3)CC2)cc1	19.8%	0.8%	4.4%	1.1%	-10.0%
CC1(c2ccco2)NC(=O)NC1=O (stereo not drawn)	-12.3%	7.7%	2.6%	0.1%	-7.5%
Cc1nc2ccccc2n1/N=C/c1cccnc1	-8.6%	1.5%	-13.6%	2.2%	-5.0%
COc1ccc(-c2noc(CSc3nc(-c4ccccc4)cc(=O)[nH]3)n2)cc1	15.8%	-3.2%	-3.6%	3.4%	-1.5%
CCOC(=O)C1CCN(Cc2ccc(F)cc2F)CC1	8.1%	-6.6%	-0.3%	0.8%	0.4%
Cc1c(Cl)cn2c(=O)cc(CN(C)Cc3nc4ccccc4c(=O)[nH]3)nc2c1Cl	9.7%	.	-3.2%	.	-2.2%

The listing, from the start:
SMILES	M. tuberculosis	influenza NS1A	PhoP GFP inhibition	VEEV TC-83 Vero	H37Rv inhibition	others
CC(C)N1CCc2c(sc(NC(=O)c3ccc(S(=O)(=O)N(C)CC4CCCO4)cc3)c2C(N)=O)C1 (stereo not drawn)	-9.8%	-4.0%	-6.3%	6.5%	-0.7%
CC(=O)Nc1ccc(OCC(=O)N2CCC(Cc3ccccc3)CC2)cc1	19.8%	0.8%	4.4%	1.1%	-10.0%
CC1(c2ccco2)NC(=O)NC1=O (stereo not drawn)	-12.3%	7.7%	2.6%	0.1%	-7.5%
Cc1nc2ccccc2n1/N=C/c1cccnc1	-8.6%	1.5%	-13.6%	2.2%	-5.0%
COc1ccc(-c2noc(CSc3nc(-c4ccccc4)cc(=O)[nH]3)n2)cc1	15.8%	-3.2%	-3.6%	3.4%	-1.5%
CCOC(=O)C1CCN(Cc2ccc(F)cc2F)CC1	8.1%	-6.6%	-0.3%	0.8%	0.4%
Cc1c(Cl)cn2c(=O)cc(CN(C)Cc3nc4ccccc4c(=O)[nH]3)nc2c1Cl	9.7%	.	-3.2%	.	-2.2%
CCOC(=O)c1cnc2c(C(=O)OC)cccc2c1NCc1cccnc1	-27.0%	-1.4%	-7.2%	1.0%	5.5%
CN(Cc1ccccc1)S(=O)(=O)c1ccc(Cl)c(C(=O)NCCCN2CCCC2=O)c1	.	-5.2%	.	4.0%	.
CN(C)c1ccc(/C=N/NC(=O)CNC(=O)c2ccncc2)cc1	-14.2%	-5.8%	-3.8%	0.9%	-5.0%
O=C1C(=O)N(c2ccccn2)C(c2cccc([N+](=O)[O-])c2)/C1=C(/O)c1ccc(Br)cc1 (stereo not drawn)	30.9%	-6.4%	-0.9%	i	-3.6%
O=C(CNC(c1ccccc1)c1ccccc1)Nc1ccccc1F	5.7%	-19.0%	-0.8%	i	10.8%
COc1ccc(C2C(C(=O)OC(C)C)=C(C)N=c3s/c(=C\c4cccs4)c(=O)n32)cc1 (stereo not drawn)	41.9%	-5.2%	0.2%	2.9%	14.4%
Cc1cc(C)nc(NS(=O)(=O)c2ccc(NC(=S)NC(=O)C(C)(C)C)cc2)n1	34.5%	-3.7%	-9.3%	2.0%	-4.5%
O=C1[C@@H]2[C@H](C(=O)N1n1cnnc1)[C@H]1C=C[C@@H]2C1	-1.4%	0.5%	-28.8%	0.3%	-5.5%
Cc1cccc(NC(=O)c2nc[nH]c2C(=O)Nc2cccc(C)c2)c1	35.2%	-19.5%	-1.9%	1.0%	?
COc1ccc(OC)c(CC(=O)O)c1	-5.4%	3.5%	-2.2%	4.5%	5.2%
CC(=O)c1ccc(N2CCN(C(=O)Nc3ccc(C)cc3)CC2)cc1	16.0%	-2.6%	-6.7%	0.8%	-1.1%
CCc1noc(C)c1C(=O)OCC(=O)Nc1ncc(Cl)cc1Cl	-8.2%	11.5%	5.0%	i	1.1%
COc1ccc(C(CC(=O)N2CCCCC2)c2c(OC)cc(OC)c3ccc(=O)oc23)cc1 (stereo not drawn)	10.9%	-19.9%	6.0%	0.2%	-10.4%
Cc1cccc(NC(=O)C2CCCN(S(=O)(=O)c3cccc4nsnc34)C2)c1 (stereo not drawn)	3.8%	3.5%	11.0%	1.5%	2.1%
CC1CCC2(CC1)NC(=O)N(CC(=O)Nc1nc(-c3ccc(F)cc3)cs1)C2=O (stereo not drawn)	20.0%	-0.5%	-7.7%	0.3%	-6.4%
COc1ccc(C(=O)/C(=C\N(C)C)n2nc(C)cc2C)cc1	2.3%	1.2%	-9.3%	i	-8.8%
CC(=O)Nc1cc(-c2nc3ccccc3o2)ccc1Cl	-7.0%	-1.2%	-3.7%	0.7%	5.5%
O=C1[C@H]2[C@@H](c3ccc(Cl)cc3)N3C(=O)N(c4cccc(F)c4)C(=O)[C@@]3(Cc3ccc(Cl)cc3)[C@H]2C(=O)N1C1CCCCC1	-2.7%	6.0%	-3.4%	i	-1.4%
CN1CCCN(C(=O)c2ccc(Cl)c(S(=O)(=O)N(C)c3ccccc3)c2)CC1	1.9%	7.2%	-3.0%	0.9%	0.1%
CC1(C)CC(=O)c2sc(NC(=O)CN3CCOCC3)nc2C1	.	-2.0%	-11.7%	3.3%	-6.6%
CCOc1ccc(-c2ccc(SCc3ccccn3)nn2)cc1	36.6%	3.3%	13.5%	8.3%	-4.9%
CN(C)CCCNC(=O)/C(=N\O)c1ccccc1	8.0%	0.9%	-4.1%	0.8%	-6.4%
O=C(Cc1ccc(S(=O)(=O)N2CCOCC2)s1)Nc1cc(C(F)(F)F)ccc1N1CCCC1	14.0%	-8.7%	4.3%	5.7%	10.5%
C[C@H]1NC(=O)[C@@]2(C)[C@H](c3ccccc3)[C@H]3COc4ccccc4[C@@H]3N2C1=O	2.0%	-5.7%	.	i	5.6%
CC(C)CC1NC(=O)c2ccc(Cl)cc2-n2c1nc1cc(F)ccc1c2=O (stereo not drawn)	5.0%	.	.	.	3.5%
CC1CN(CCCCSc2ccc(Cl)cc2)CC(C)O1 (stereo not drawn)	78.3%	13.4%	-4.4%	i	12.2%
Cc1ccc(C)c(/C(O)=C2\C(=O)C(=O)N(CCCN3CCOCC3)C2c2cccnc2)c1 (stereo not drawn)	.	1.6%	.	0.7%	.
Cc1ccc(C(=O)C2CCN(C(=O)c3ccc(C)cc3)CC2)cc1	19.4%	7.2%	3.0%	i	11.0%
C=CCC1CCCC(=O)N2CCCC12 (stereo not drawn)	.	-11.3%	.	i	.
O=C(Nc1ccc2oc(=O)ccc2c1)c1cc2ccccc2o1	59.3%	-6.0%	3.8%	6.7%	-18.0%
CN1CCN(S(=O)(=O)c2cccc(C(=O)Nc3cc(Cl)ccc3N3CCOCC3)c2)CC1	6.0%	-11.2%	0.6%	5.2%	6.1%
O=C(NCc1ccccc1F)C1CCCN1C(=O)Nc1ccccc1 (stereo not drawn)	-17.6%	-1.5%	-2.6%	0.8%	-1.5%
CCOC(=O)CC(N)c1ccc2c(c1)OCO2 (stereo not drawn)	2.3%	.	0.5%	.	-5.0%
O=C1CC(NS(=O)(=O)c2ccccc2)CN1c1ccc2c(c1)OCCO2 (stereo not drawn)	8.0%	-13.2%	1.4%	5.2%	-3.7%
COc1cccc(CN2CCN(CC#Cc3ccccc3)CC2CCO)c1 (stereo not drawn)	38.4%	-3.6%	0.8%	0.1%	4.9%
CC(C)Oc1cccc(C(=O)C2CCCN(C(=O)CCn3cnnn3)C2)c1 (stereo not drawn)	-16.4%	-0.8%	-0.1%	1.0%	6.9%
COc1ccc([N+](=O)[O-])cc1NC(=O)Nc1ccccc1	-10.9%	-6.9%	5.1%	3.4%	8.3%	VEEV TC-83 Vero 10K pilot screen=0.3
NC(=O)c1ccccc1N=Cc1ccccn1	-2.8%	1.6%	3.4%	i	0.6%
NC(N)=N/N=C/c1cccc([N+](=O)[O-])c1O	2.01µM*	10.7%	-14.6%	i	8.3%
C=CCn1c(-c2cccnc2Cl)nc2cc(Cl)c(Cl)cc21	27.4%	0.5%	-9.2%	0.8%	1.4%
Cc1nnc(NC(=O)c2c(F)c(F)c(F)c(F)c2F)s1	31.1%	8.0%	-7.3%	3.3%	-8.2%
CC1CCN(c2nc(N(C)c3ccccc3)nc(N)c2[N+](=O)[O-])CC1	15.6%	7.7%	-2.5%	1.1%	2.9%
Cn1c(CN2CCN(C(=O)c3ccc(F)cc3)CC2)nc2cc([N+](=O)[O-])ccc21	15.2%	7.6%	-16.2%	i	-2.1%
C=CC[C@H](CC(=O)OC(C)(C)C)C(=O)OC[C@@H]1CCCN1C(=O)[C@@H](CC=C)CC(=O)NCCO	8.1%	-2.0%	.	0.5%	6.2%
N#Cc1ccccc1N=C1CCCN1Cc1ccccc1	60.3%	0.2%	-6.5%	i	11.0%
COc1ccc(NC(=O)c2ccc(S(=O)(=O)N3CCCCC3)cc2)cc1OC	18.4%	-4.1%	.	3.4%	-5.1%
O=C1c2cc(Br)ccc2N(Cc2ccc(Br)cc2)S(=O)(=O)C1c1cc(Cl)c(Cl)cc1[N+](=O)[O-] (stereo not drawn)	58.7%	7.8%	.	1.0%	-1.9%
NC(=S)Nc1cccc(O)c1	-5.7%	17.2%	0.3%	i	5.4%
COc1cc(NC(=O)COC(=O)CC(NC(C)=O)c2ccccc2)cc(OC)c1 (stereo not drawn)	-7.0%	9.5%	-3.8%	i	-1.0%
CC(=O)NCCC(=O)N1CCCC(N(C)CCc2ccccc2)C1 (stereo not drawn)	-29.1%	-3.7%	6.9%	0.5%	-0.9%
CCn1c(SCC(=O)NCCc2ccc(Cl)cc2)nnc1-c1cccs1	-10.5%	2.4%	5.2%	i	-0.7%
O=C(OCC(=O)N1CCc2ccccc21)C1=COCCO1	31.5%	-18.9%	12.3%	i	?
CCOc1ccccc1NC(=O)C(=O)NCC1CCCN1CC (stereo not drawn)	-6.7%	-4.7%	-4.8%	i	-12.8%

Next records:
SMILES	M. tuberculosis	influenza NS1A	PhoP GFP inhibition	VEEV TC-83 Vero	H37Rv inhibition	others
COc1ccc(C2CC(c3ccccc3)Nc3nc(NS(C)(=O)=O)nn32)cc1 (stereo not drawn)	-6.2%	-5.2%	4.9%	i	-1.2%
O=C(NNS(=O)(=O)c1ccc(F)cc1)c1ccc(S(=O)(=O)N2CCCCC2)cc1	14.7%	-9.4%	-1.8%	1.9%	0.9%
Cc1cc(C)c(C#N)c(SCC(=O)Nc2cccc(S(=O)(=O)N3CCCC3)c2)n1	.	-2.4%	.	0.3%	.
O=C(CN1C(=O)C2CCCCC2C1=O)Nc1nccs1 (stereo not drawn)	-0.8%	-2.0%	-0.3%	1.2%	-6.1%
COCCn1c(SCC(=O)Nc2ccc(OC)c(S(N)(=O)=O)c2)nc2ccccc21	2.6%	7.8%	-3.2%	0.9%	-10.4%
C=CCCC(=O)NC1CC(C)(C)Cc2c1cnn2-c1ccc(OC)cc1 (stereo not drawn)	3.7%	-0.4%	-6.8%	1.4%	11.3%
CC(Oc1ccc([N+](=O)[O-])cc1)C(=O)NCCCN1CCOCC1 (stereo not drawn)	12.1%	20.9%	-0.7%	2.3%	-3.3%
Cc1ccc(CCNC(=O)C2CCN(S(=O)(=O)c3c(C)nn(C)c3C)CC2)cc1	34.1%	-30.2%	-7.7%	1.9%	2.7%
O=C(CCCN1C(=O)NC2(CCCC2)C1=O)Nc1ccc(Cl)c(S(=O)(=O)N2CCOCC2)c1	.	-7.8%	.	3.5%	.
O=C(NCc1ccccn1)C(=O)NCC1OCCN1S(=O)(=O)c1ccc([N+](=O)[O-])cc1 (stereo not drawn)	11.8%	20.5%	-5.3%	5.2%	-4.3%
CC(C)OC(=O)NCN1C(=O)C2C3C=CC(C3)C2C1=O (stereo not drawn)	-0.1%	4.0%	-0.8%	i	1.8%
CCOc1c2ccc(C(=O)NCc3ccc(C)cc3)cc2nn1CC	19.3%	-2.8%	-3.3%	0.8%	2.6%
Cc1c(NS(=O)(=O)c2cccc(C(=O)Nc3ccc(SC(F)F)cc3)c2)c(=O)n(-c2ccccc2)n1C	.	-10.6%	.	7.9%	.
COc1ccc(NC(=O)CN(C)C(=O)CSc2nc3ccccc3s2)cc1	63.5%	-14.4%	5.7%	3.3%	10.9%
CC1CCN(Cc2nnnn2-c2cccc([N+](=O)[O-])c2)CC1	-6.3%	-8.7%	1.7%	0.9%	-3.9%
